biotin-GST TR-FRET: GST-antibody interaction or FRET quenching – biochemical, TR-FRET, artefact control for Vif-APOBEC3G degradation inhibitor project, dose response (AID 1117362); 3,600 compounds, 2.8% hits; IC50 in µM for hits, for the others inhibition, % at the top dose, mostly 100 µM; TR-FRET counter screen, biotin-GST/anti-GST signal;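 active = inhibition above 30% at one or more concentrations, seen consistently on every test date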;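 also: biotinylated GST protein used in place of GST-Vif 1-94 and biotin-A3G peptide; detects fluorescence quenchers or blockers of GST binding to anti-GST antibody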
Numbers without * were called inactive; & = joins results of further samples. This is a subset, so the mix of outcomes need not match the whole.

SMILES	biotin-GST TR-FRET
CN(C)c1ccc(C=c2c3cc([N+](=O)[O-])ccc3n3c2cc(-c2ccccc2)[n+]3C)cc1	5.8µM*
CCOC(=O)c1c(C)[nH]c(C)c1C(=O)COC(=O)c1cccc(S(=O)(=O)NC)c1	-4.7%
COc1cc(CC(=O)NCC(C)(C)N2CCOCC2)cc(OC)c1OC	1.8%
Cc1nc(NC(=O)COC(=O)CCS(=O)(=O)c2ccccc2Cl)c(Cl)cc1Cl	0.6%
O=C(CN1CCN(c2ccccc2O)CC1)Nc1ccc2c(c1)CCC2	-3.0%
CCn1c(SCC(=O)n2nc(C)cc2C)nnc1-c1ccc2c(c1)OCO2	5.6%
COc1ccc2c(c1)C(=O)c1ccccc1CO2	-4.2%
O=C(Cc1cccs1)N/N=C/C=C/c1ccco1	4.2%
CCNC(=O)OCC(CC)NC(=O)OCC(C)C (stereo unspecified)	-8.2%
CCn1c2ccccc2c2cc(NC(=O)c3ccccc3[N+](=O)[O-])ccc21	3.4%
CCc1ccccc1NC(=O)CC(O)(C(=O)OC)C(F)(F)F (stereo unspecified)	-2.1%
COc1ccc(/C=N\NC(=O)c2cc(O)c(O)c(O)c2)cc1CN1CCN(c2ccc(F)cc2)CC1	-0.3%
CN(C)c1ccc(N/C=C/C(=O)c2ccco2)cc1	25%
C=CCNC(=O)c1ccccc1Cl	6.0%
CCCCNC(=O)c1ccc2nc(-c3ccco3)c(-c3ccco3)nc2c1	17%
CC1CCN(c2ccc([N+](=O)[O-])c(SCCO)c2)CC1	14%
O=C(CNS(=O)(=O)c1ccc(Br)s1)N1CCCC1	0.7%
CCOC(=O)C1CCN(C(c2cccs2)c2sc3nc(C)nn3c2O)CC1 (stereo unspecified)	-0.5%
C=CCn1c(O)c(C(CC)=NCCN2CCOCC2)c(=O)[nH]c1=O	1.3%
O=C(NN(C(=O)c1ccccc1)c1ccccc1)c1ccccc1	-1.4%
COc1ccc(C(=O)Nc2cccc(C(=O)N3CCN(C)CC3)c2)cc1	3.6%
COc1ccccc1Oc1coc2cc(OC(=O)N3CCOCC3)ccc2c1=O	-1.2%
O=C(NCCc1ccc(Cl)cc1)C1CCN(C(=O)c2sccc2-n2cccc2)CC1	4.3%
CCOC(=O)CSc1nnc(CNC(=O)c2cccs2)n1-c1ccccc1	-2.7%
COc1ccccc1C(C#N)N1N=C(C)CC1(C)C (stereo unspecified)	0.5%
Cn1ccnc1Sc1ccc(/C=N/NC(=O)c2ccccc2O)cc1[N+](=O)[O-]	6.3%
COC(=O)C1CCCN1S(=O)(=O)c1ccc2ccccc2c1 (stereo unspecified)	-0.4%
COc1ccc2nc(N3CCN(C(=O)c4ccc5ncsc5c4)CC3)sc2c1	0.6%
CCN1/C(=C(\O)c2ccccc2)C(=O)c2ccccc2S1(=O)=O	1.7%
COCCn1c(N)c(N(Cc2ccccc2)C(=O)C2CCCCC2)c(=O)[nH]c1=O	-2.9%
C/C(N)=C(/C#N)C(=O)CSc1nnc(NC(C)C)s1	19%
CCC1(C)Cc2c(sc(NC(=O)CCC(=O)O)c2C#N)CO1 (stereo unspecified)	-2.1%
CCOC(=O)N1CC=C2C(C#N)=C(N)C(C#N)(C#N)[C@H](c3cccs3)[C@H]2C1	4.5%
O=C1S/C(=C\C=C\c2ccco2)C(=O)N1c1ccc(O)cc1	-0.6%
COc1ccc(NC(=O)/C(C#N)=C/c2ccc(Br)o2)cc1	1.9%
COCCNC(=O)COC(=O)c1[nH]c(C)c(C(C)=O)c1C	3.3%
O=C(Cn1[nH]c(=O)c2ccccc2c1=O)OCC(=O)N(Cc1ccccc1)Cc1ccccc1	-6.5%
COC(=O)Cc1csc(Nc2c(C)n(C)n(-c3ccccc3)c2=O)n1	2.1%
C=C(C)Cn1c(C)cc(C)c(S(=O)(=O)c2ccccc2C)c1=O	3.2%
CC1CCc2c(sc3ncn4c(SCC(=O)NCc5ccco5)nnc4c23)C1 (stereo unspecified)	-3.7%
O=C(CN1CCN(CC(=O)Nc2ccc3c(c2)OCO3)CC1)Nc1ccc(F)cc1	0.6%
CCN(CC)CCN1C(=O)C(=O)/C(=C(/O)c2ccc(C)cc2)C1c1ccncc1 (stereo unspecified)	1.6%
CC(N=Cc1cccc(O)c1O)c1ccccc1 (stereo unspecified)	4.8%
COCCCNc1nc2c(c(=O)n(C)c(=O)n2C)n1Cc1cccc(OC)c1	3.0%
CC(=O)Nc1c2c3c(cccc3n(C)c1=O)C(=O)c1ccccc1-2	11%
COc1ccc(CC(=O)OCc2cc3ccc(C)cc3[nH]c2=O)cc1	-119%
O=c1cc(OCc2ccccc2)cc[nH]1	16%
Cc1ccc(C)n1/N=C1/NC(=O)CS1	9.5%
CCN(CC)c1ccc2c(c1)CCCN2	49µM*
Cc1cc(C(F)F)n2ncc(C(=O)NCc3ccccc3C(F)(F)F)c2n1	0.0%
Next results.
SMILES	biotin-GST TR-FRET
CCOc1ccc2nc(NC(=O)CCn3cccc3)sc2c1	-24%
COc1ccc(NCc2nnc(SCC(=O)N3CCCc4ccccc43)o2)cc1	-7.2%
Clc1ccc(Sc2oc(/C=N/n3cnnc3)cc2Br)cc1	0.9%
CC1(C)CC(=O)C2=C(C1)NCN(Cc1ccc3c(c1)OCO3)C2	-5.0%
CC(C)n1c(=NC(=O)c2ccco2)c(C#N)cc2c(=O)n3ccccc3cc21	7.9%
Cc1cccc(NC(=O)CSc2nnc(-c3ccccc3C)o2)c1	-0.5%
CCC(=O)Nc1cc(C(=O)OCC(=O)c2ccccc2Cl)ccc1C	-4.6%
O=C(CCn1nc(-c2ccccc2)ccc1=O)N1CCCC1	-3.8%
O=C(Cc1ccccc1)Nc1scc(-c2ccccc2)c1C(=O)N1CCOCC1	0.1%
Nc1ccc(S(=O)(=O)c2cc(O)c3ccccc3c2O)cc1	3.8%

Four of the compounds above, as labelled records.
smiles: COc1ccc(NCc2nnc(SCC(=O)N3CCCc4ccccc43)o2)cc1
  biotin-GST TR-FRET = -7.2%

smiles: Clc1ccc(Sc2oc(/C=N/n3cnnc3)cc2Br)cc1
  biotin-GST TR-FRET = 0.9%

smiles: CC1(C)CC(=O)C2=C(C1)NCN(Cc1ccc3c(c1)OCO3)C2
  biotin-GST TR-FRET = -5.0%

smiles: CC(C)n1c(=NC(=O)c2ccco2)c(C#N)cc2c(=O)n3ccccc3cc21
  biotin-GST TR-FRET = 7.9%

(continued)
SMILES	biotin-GST TR-FRET
CCOc1ccc(N(CC(=O)NC2CCCCC2)S(=O)(=O)c2c(C)noc2C)cc1	0.5%
Cc1ccc(C(CC(=O)NCc2ccco2)c2ccccc2)c(O)c1 (stereo unspecified)	2.4%
CCOc1cc(C)c(Cl)cc1S(=O)(=O)NCc1ccco1	-0.7%
CSc1ccc(/C=N/Nc2cccc(C(=O)O)c2)cc1	-3.0%
O=C(CSc1nnnn1-c1ccccc1)Nc1ncc2c(n1)CC(c1ccco1)CC2=O (stereo unspecified)	0.2%
COC(Cc1nnc(SC)n1-c1ccc(Cl)cc1)OC	3.1%
CC(C)C(C(=O)O)N1C(=O)/C(=C/C=C/c2ccco2)SC1=S (stereo unspecified)	-3.2%
Cc1cc(C)n(Cc2ccc(NC(=O)c3nn(C)cc3[N+](=O)[O-])cc2)n1	7.6%
CCCOc1ccc(Cc2nn3c(=O)/c(=C/c4ccco4)sc3nc2=O)cc1	6.7%
O=C1OCCC1Sc1nc2ccccc2n1Cc1ccccc1 (stereo unspecified)	2.4%

At a glance, part of the list above:
SMILES	biotin-GST TR-FRET
CCN(CC)c1ccc2c(c1)CCCN2	49µM*
Cc1cc(C(F)F)n2ncc(C(=O)NCc3ccccc3C(F)(F)F)c2n1	0.0%
CCOc1ccc2nc(NC(=O)CCn3cccc3)sc2c1	-24%
COc1ccc(NCc2nnc(SCC(=O)N3CCCc4ccccc43)o2)cc1	-7.2%
Clc1ccc(Sc2oc(/C=N/n3cnnc3)cc2Br)cc1	0.9%
CC1(C)CC(=O)C2=C(C1)NCN(Cc1ccc3c(c1)OCO3)C2	-5.0%
CC(C)n1c(=NC(=O)c2ccco2)c(C#N)cc2c(=O)n3ccccc3cc21	7.9%
Cc1cccc(NC(=O)CSc2nnc(-c3ccccc3C)o2)c1	-0.5%
CCC(=O)Nc1cc(C(=O)OCC(=O)c2ccccc2Cl)ccc1C	-4.6%
O=C(CCn1nc(-c2ccccc2)ccc1=O)N1CCCC1	-3.8%
O=C(Cc1ccccc1)Nc1scc(-c2ccccc2)c1C(=O)N1CCOCC1	0.1%
Nc1ccc(S(=O)(=O)c2cc(O)c3ccccc3c2O)cc1	3.8%
CCOc1ccc(N(CC(=O)NC2CCCCC2)S(=O)(=O)c2c(C)noc2C)cc1	0.5%
Cc1ccc(C(CC(=O)NCc2ccco2)c2ccccc2)c(O)c1 (stereo unspecified)	2.4%
CCOc1cc(C)c(Cl)cc1S(=O)(=O)NCc1ccco1	-0.7%
CSc1ccc(/C=N/Nc2cccc(C(=O)O)c2)cc1	-3.0%
O=C(CSc1nnnn1-c1ccccc1)Nc1ncc2c(n1)CC(c1ccco1)CC2=O (stereo unspecified)	0.2%
COC(Cc1nnc(SC)n1-c1ccc(Cl)cc1)OC	3.1%
CC(C)C(C(=O)O)N1C(=O)/C(=C/C=C/c2ccco2)SC1=S (stereo unspecified)	-3.2%
Cc1cc(C)n(Cc2ccc(NC(=O)c3nn(C)cc3[N+](=O)[O-])cc2)n1	7.6%
CCCOc1ccc(Cc2nn3c(=O)/c(=C/c4ccco4)sc3nc2=O)cc1	6.7%
O=C1OCCC1Sc1nc2ccccc2n1Cc1ccccc1 (stereo unspecified)	2.4%

New compounds follow:
SMILES	biotin-GST TR-FRET
Cc1cc(C)c(C)c(OCCCOc2cccc3cccnc23)c1	5.2%
Cc1cc(=O)nc2c3ccccc3n(C(C)C(=O)NCCC(C)C)n12 (stereo unspecified)	-0.6%
CC(C)NC(=O)C1CCCN(S(=O)(=O)c2cccs2)C1 (stereo unspecified)	0.7%
COc1cccc(C(=O)N2CCN(Cc3nc(CC4CC4)no3)CC2)c1	-0.1%
C(=C\c1ccco1)/c1ccc2ccccc2n1	6.7%
COc1ccc2c(c1OC)C(=O)OC2Nc1nc(-c2cc3cc([N+](=O)[O-])ccc3oc2=O)cs1 (stereo unspecified)	-2.6%
CCC1SC2=NC(C)=C(C(=O)OC)C(c3ccc(C(=O)OC)cc3)N2C1=O (stereo unspecified)	0.8%
CCOC(=O)Nc1cc(C)c(Cl)cc1OC	0.1%
O=C(c1ccccc1S(=O)(=O)NCc1ccccc1)N1CCCC1	-2.3%
Cc1cnc(NC(=O)CSc2nnc(CNc3ccc(F)cc3)n2CC2CCCO2)s1 (stereo unspecified)	8.7%
COc1cccc(OC)c1OCCOCCn1cnc2ccccc2c1=O	-1.2%
CCOc1ccc(N(CC(=O)N2CCC(Cc3ccccc3)CC2)S(C)(=O)=O)cc1	4.1%
COc1ccccc1C(=O)Nc1ccc(S(=O)(=O)Nc2cc(C)nc(C)n2)cc1	0.5%
Cc1ccc(C=Nc2ccccc2C(N)=O)s1	-0.4%
Cc1cccc(N(C(=O)c2ccc(Cl)cc2)C2CS(=O)(=O)CC2OC(=O)c2ccc(Cl)cc2)c1 (stereo unspecified)	-1.3%
O=C1CC(N2CCOCC2)C(=O)N1c1ccc(Cl)cc1 (stereo unspecified)	-1.5%
Cc1cc(SCC(=O)Nc2ccccc2C)nc(C)n1	7.5%
C/C(=N\OC(=O)c1ccc(F)cc1)c1sc(-c2ccccc2)nc1C	5.8%
CCOC(=O)c1ccc(CC(=O)c2ccc(O)c(O)c2O)o1	0.7%
CCOc1ccc(NC(=O)C2CCCN(S(=O)(=O)c3c(C)n[nH]c3C)C2)cc1 (stereo unspecified)	2.9%
Cc1ccc2c(c1)C1C=CCC1C(C(=O)O)N2 (stereo unspecified)	29%
CC(CN1CCN(C)CC1)OC(=O)c1ccccc1Cl (stereo unspecified)	5.0%
CCN(c1cccc(C)c1)S(=O)(=O)c1cnc[nH]1	-2.2%
Cc1nc(C(=O)N(C)C)nn1-c1cc(Cl)cc(Cl)c1	1.5%
O=c1c(O)cccc2cc(O)c(O)c(O)c12	0.1%
COCC(=O)Nc1nnc(COc2ccccc2)s1	0.1%
CC1CC(=O)c2c(cc3c(-c4c(O)cc(O)c5c(O)c6c(cc45)OC(C)CC6=O)c(O)cc(O)c3c2O)O1 (stereo unspecified)	>100µM*
O=C(Cc1c(F)cccc1Cl)NNC(=O)c1ccccc1Cl	4.8%
COC(=O)Cc1ccc(NC(=S)NNC(=O)C2CC2)cc1	-4.4%
Cc1ccc(S(=O)(=O)N2CCCC(C(=O)O)C2)s1 (stereo unspecified)	1.9%
O=C(CSc1nnc(CN2CCOCC2)n1-c1ccccc1)Nc1ccc(Cl)cc1	1.9%
CCOC(=O)CSc1nnc(-c2ccco2)n1C	2.7%
O=C(CCc1c[nH]c2ccccc12)N1CCN(c2ccc(O)cc2)CC1	3.7%
N#C/C(=C\c1ccc([N+](=O)[O-])o1)C(=O)Nc1ccc(F)cc1	-4.9%
CCCNS(=O)(=O)c1ccc(NC(=O)c2ccccn2)cc1	0.2%
O=C(CN1c2ccccc2Sc2ccccc21)NNC(=S)Nc1ccc(Cl)cc1Cl	3.5%
Clc1ccccc1CSc1nnc(-c2ccco2)c(-c2ccco2)n1	5.2%&0.1%
O=C(Nc1ccc(C(=O)N2CCOCC2)cc1)c1ccccc1[N+](=O)[O-]	5.0%
N#Cc1ccc(-c2ccco2)nc1SCC(=O)c1ccc(Cl)cc1	-67%
CCSc1nnc(NC(=O)c2cccc3ccccc23)s1	0.1%
